Casp6 inh: blocks human caspase-6 cleavage activity. P55212. purified caspase-6, Z-VEID-R110 cleavage fluorescence. inhibition, % at 12.5 µM. 0.53% of 350,000 active. AID 686996;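 active = mean inhibition across replicates at least about 35%, with every replicate also reaching that limit, limit read from the data; inconclusive = only one of the two criteria met; inactive = neither criterion met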;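 also: 0% = median of neutral control wells and 100% = no fluorescence left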
Target sequence (P55212 24-179 limits assumed): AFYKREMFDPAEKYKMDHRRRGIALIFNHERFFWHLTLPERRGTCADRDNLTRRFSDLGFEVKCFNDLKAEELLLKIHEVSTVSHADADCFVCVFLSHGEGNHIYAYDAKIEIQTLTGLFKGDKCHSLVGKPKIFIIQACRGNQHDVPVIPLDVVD
Target sequence (P55212 194-293 limits assumed): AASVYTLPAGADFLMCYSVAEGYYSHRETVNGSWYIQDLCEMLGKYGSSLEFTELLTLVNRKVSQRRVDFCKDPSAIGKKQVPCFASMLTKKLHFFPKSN
PAX8 inh HTS: inhibitors of PAX8 transcriptional activity in RMG-I cells | 1.2% of 360,000 active | RMG-I TPO-luciferase reporter, SteadyGlo, 24 h | AID 652154 | inhibition, % at 12.6 µM;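 active = mean replicate inhibition at least 60% with every replicate also reaching 60%; inconclusive = only one of the two criteria is met; inactive = mean below 60% and not all replicates reaching 60%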;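 also: luciferase light reporting Pax8 driven TPO promoter activity; plate controls were median of neutral control wells for no effect and mitoxantrone controls for full effect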
FN deposit inh: fibronectin deposition inhibition; 0.086% of 350,000 active; AH1F fibroblasts, Alexa488-fibronectin deposition fluorescence, overnight; inhibition, % at 12.6 µM;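 active = mean inhibition across replicates of 30% or more, regardless of how many single replicates reach that level; inconclusive = mean under 30% yet at least half of replicates reach 30%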;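 also: positive control wells lacked labelled fibronectin entirely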
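Test system: AH1F fibroblast monolayer depositing Alexa488-labelled fibronectin into matrix. Input: 10000 cells per well. Technique: fluorescence, ex 485 nm, em 525 nm. Buffer or medium: DMEM plus 2% serum, read in PBS. Timing: 1 h cell adhesion before compound, then overnight fibronectin incubation. Compound: single dose, pinned. Read-out basis: inhibition from reduced deposited-fibronectin fluorescence.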
Cneo AK release: Cryptococcus neoformans lysis via adenylate kinase release; C. neoformans lysis, adenylate kinase release luminescence, 4 h; normalised: neutral wells 0, clomiphene wells 100; lysis activity, % at 15 µM; 0.2% of 360,000 active;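 active = mean lysis activity across replicates of at least 80%, whatever share of replicates individually reach that level; inactive = mean lysis activity below 80%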
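Material – Cryptococcus neoformans yeast cells · Quantity – 5 × 10^6 yeast cells/mL · Buffer or medium – YPD medium · Compound – single dose · Timing – 4 h static compound exposure, 37 °C, read 1 h post-reagent · Signal – adenylate kinase release luminescence · Read-out basis – lysis from increased AK signal · Benchmarks – Clomiphene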
LGR2 inh: inhibitors of bursicon-induced Drosophila LGR2 receptor cAMP signaling | HEK293 LGR2, CRE-luciferase, bursicon-stimulated, 4 h | 0.35% of 380,000 active | AID 720647 | inhibition, % at 9.99 µM;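 active = drop in luminescence signal, shown as inhibition above about 50% in the replicate tests, limit read from the data, passing the limit was not always enough; inconclusive = probably only some replicates passing the limit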;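 also: agonist challenge used bursicon conditioned medium at about half maximal strength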
EWS-Fli inh: EWS/Fli transcriptional activity inhibition | inhibition, % at 12.6 µM | AID 651661 | 0.67% of 350,000 active | A673 NR0B1-luciferase reporter, viability-normalised;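 active = mean inhibition of at least 50% after viability correction, with every replicate also passing that limit; inconclusive = mean reaches 50% but only one of two replicates passes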;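 also: firefly luciferase signal divided by Alamar Blue viability fluorescence both relative to DMSO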
miR-122 sensor: blocks miR-122 activity in Huh7 sensor cells; 0.3% of 340,000 active; Huh7 miR-122 Renilla luciferase sensor, 48 h; neutral wells = 0, positive control = 100; activation (reporter increase), % at 12.5 µM;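 active = mean replicate activation score at least 90 and every replicate individually at or above 90; inconclusive = only one of the two criteria met; inactive = neither criterion met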;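 also: higher luciferase means less miR-122 activity so hits act as miR-122 inhibitors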
PGC1a acetyl inh: modulators of PGC1a acetylation; U2OS PGC1a acetylation, AlphaScreen anti-acetyl-lysine; with virally co-expressed GCN5 acetyltransferase; inhibition, % at 15.6 µM; 0.17% of 350,000 active;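 active = every replicate shows inhibition of at least 40%; inconclusive = mean inhibition at least 40% but some replicate below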;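 also: 0% = neutral control wells and 100% = positive control wells; some results beyond the cut were filed as inactive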
* hit, by the source's call; ? = inconclusive; nt = no result given; [ ] = another dose, or the depositor's remark.

SMILES | Casp6 inh | PAX8 inh HTS | FN deposit inh | Cneo AK release | LGR2 inh | EWS-Fli inh | miR-122 sensor | PGC1a acetyl inh
CN(Cc1ccon1)Cc1cn(Cc2ccccc2)nc1-c1ccc2c(c1)OCO2 | 1 | 11 | 8 | nt | 5 | -1 | nt | nt
C[C@H](CO)N1C[C@H](C)[C@@H](CN(C)S(=O)(=O)c2cccs2)OCCCC[C@H](C)Oc2ccc(NS(=O)(=O)c3cn(C)cn3)cc2C1=O | 3 | -8 | 8 | 5 | -1 | -20 | 4[16.7 µM] | 1
C[C@@H]1CN([C@@H](C)CO)S(=O)(=O)c2ccc(C#CC3(O)CCCC3)cc2O[C@@H]1CN(C)C(=O)Nc1cccc(F)c1 | -2 | nt | 7 | -2 | 16 | -3 | 68[16.7 µM] | -7
COc1ccc(C(=O)NCC(C)(c2ccccc2)c2ccccc2)cc1S(=O)(=O)N1CCOCC1 | 4 | 0 | -1 | 0 | 4 | 5 | nt | nt
Cc1cc(C)c(C#N)c(SCC(=O)N(C)C2CCCCC2)n1 | nt | 12 | -5 | 15 | nt | nt | -5 | -2
O=[N+]([O-])c1ccc(S(=O)(=O)NCC2COc3ccccc3O2)cc1 (configuration not stated) | 9 | -6 | 14 | 7 | -16 | 4 | 9 | -3
CCCNC(=O)N1C[C@H](O)COC[C@H]2O[C@H](CC(=O)OC)CC[C@@H]21 | -1 | nt | 15 | -1 | -4 | nt | -4[16.7 µM] | 1
COc1cc(-c2nc3ccccn3c2/N=C/c2ccccc2)ccc1O | nt | nt | nt | 5 | -30 | nt | -3 | 1
CCOCCCNC(=O)CN1CCN(c2ccc(F)cc2)CC1 | 1 | nt | nt | 4 | 25 | 3 | 2 | 2
CCCCc1cc(=O)oc2c(C)c(OCC(=O)NCCN3CCOCC3)ccc12 | -3 | -5 | 10 | -2 | -9 | 11 | -1 | 6
O=C(C[C@@H]1CC[C@H]2[C@@H](COC[C@@H](O)CN2Cc2cc(F)ccc2F)O1)N[C@@H]1CCN(Cc2ccccc2)C1 | -2 | 12 | -9 | 1 | 1 | 1 | -1[16.7 µM] | 2
Cc1ccc(S(=O)(=O)N2CCCOC2CNC(=O)C(=O)NCCc2ccco2)cc1 (configuration not stated) | 2 | -10 | 6 | 2 | 19 | 4 | -5 | -17
O=C(CSc1nc(N2CCOCC2)nc(N2CCOCC2)n1)Nc1ccccc1F | 2 | 1 | -2 | 0 | -2 | nt | nt | nt
CO[C@H]1CN(C)C(=O)c2cc(NC(=O)NC(C)C)ccc2OC[C@H](C)N(CC2CC2)C[C@H]1C | 2 | 3 | 0 | -8 | -14 | 8 | nt | 5
CCN(C(=O)COC(=O)c1cccn1C)C1CCS(=O)(=O)C1 (configuration not stated) | 1 | 3 | 6 | nt | 22 | 1 | 5 | -14
CCC(C)CCN1C(Nc2ccccc2)=NC[C@@H]1CC(C)C (some centres not stated) | 0 | 18 | 13 | 5 | -8 | 6 | 7 | -3
Cc1ccc(/C=N/NC(=O)c2nnn(-c3nonc3N)c2CSc2ccccc2)o1 | 3 | -1 | 6 | 0 | -9 | nt | 1 | 4
CN1C(=O)c2cc(NS(C)(=O)=O)ccc2OC[C@@H]2O[C@H](CC(=O)NCc3ccc(-c4ccccc4)cc3)CC[C@@H]21 | 2 | 2 | 14 | -5 | 3 | -37 | nt | nt
O=C(CN1CCCCCC1)Nc1ccc([N+](=O)[O-])cc1Br | 2 | -12 | 8 | -1 | -26 | -20 | 2 | -3
N#C/C(=C/c1ccccc1[N+](=O)[O-])c1nc(C2CC2)cs1 | 4 | -15 | 3 | nt | nt | 0 | nt | nt

Single records, from the list above.
`CCC(C)CCN1C(Nc2ccccc2)=NC[C@@H]1CC(C)C` (some centres not stated) across the screens: Casp6 inh = 0; PAX8 inh HTS = 18; FN deposit inh = 13; Cneo AK release = 5; LGR2 inh = -8; EWS-Fli inh = 6; miR-122 sensor = 7; PGC1a acetyl inh = -3
`O=C(CN1CCCCCC1)Nc1ccc([N+](=O)[O-])cc1Br` across the screens: Casp6 inh = 2; PAX8 inh HTS = -12; FN deposit inh = 8; Cneo AK release = -1; LGR2 inh = -26; EWS-Fli inh = -20; miR-122 sensor = 2; PGC1a acetyl inh = -3

(more compounds)
SMILES | Casp6 inh | PAX8 inh HTS | FN deposit inh | Cneo AK release | LGR2 inh | EWS-Fli inh | miR-122 sensor | PGC1a acetyl inh
COc1cccc(CNC(=O)CCCn2nc(C)c3c(C)n(-c4ccccc4)nc3c2=O)c1 | 1 | -1 | 0 | -2 | -12 | nt | -10 | -16
CCOC(=O)N1CCC(NC(=O)c2ccc(OC)c(CN3CC(=O)N4CCCC4C3=O)c2)CC1 (configuration not stated) | nt | 8 | 3 | 0 | nt | nt | 3 | nt
CCC(=O)N(C)C[C@@H]1Oc2ncc(C#Cc3cccnc3)cc2C(=O)N([C@H](C)CO)C[C@H]1C | -1 | 0 | nt | 9 | -15 | -7 | -3[16.7 µM] | 7
O=C(CSc1nc2ccc([N+](=O)[O-])cc2[nH]1)NCCc1ccccc1 | 3 | nt | nt | nt | -5 | 11 | 1 | -5
COc1ccc(-c2ccc(C(=O)NC3CCCCC3)c3occc23)c(C)c1 | 2 | -55 | 6 | 4 | -33 | -39 | 6 | 2
Cc1nc(-c2ccccc2)nc2[nH]c(C(C)C)cc(=O)c12 | nt | nt | 2 | -1 | -13 | nt | 5 | -1
O=C(O)CCCn1cc(NC(=O)c2cc(F)c(F)cc2Cl)cn1 | 5 | 0 | 6 | nt | -23 | 6 | nt | -1
COc1ccc(OC)c(-n2c(-c3cccc(C)c3)n[nH]c2=S)c1 | 1 | 5 | 9 | nt | 15 | 4 | nt | nt
Cc1csc(/C(=N/OC(=O)c2ccco2)C(N)=O)n1 | -2 | 4 | -4 | 0 | 5 | 7 | -3 | 0
C[C@H]1CN([C@@H](C)CO)C(=O)c2cc(NC(=O)c3ccncc3)ccc2O[C@@H]1CN(C)C(=O)Nc1cccc2ccccc12 | 1 | 3 | nt | 11 | -28 | 1 | 1[16.7 µM] | 3
NC(=O)CC(NC(=O)c1ccccc1)c1ccc(NC2CCCCC2)c([N+](=O)[O-])c1 (configuration not stated) | 0 | 5 | 13 | 3 | -1 | 1 | -6 | 2
CCOC(=O)C1=C(Nc2ccccc2)CSC1 | 2 | -14 | nt | nt | -49 | -4 | nt | nt
CCc1nc2ccc(C(=O)N3CCN(CC)CC3)cc2nc1CC | -5 | 11 | -3 | 1 | 5 | -5 | 1 | 3
O=S(=O)(N1CCCCC1)n1nnc2cc3ccccc3cc21 | -1 | -64 | 5 | nt | -29 | -52 | nt | nt
Cc1ccc(NC(=O)c2cccc(OCc3c(C)noc3C)c2)cc1S(=O)(=O)Nc1ccccc1Cl | -1 | 25 | -6 | -1 | -1 | 12 | 68 | -7
COc1ccc(NC(=O)CN(C)C(=O)c2ccccc2CCc2ccccc2)cc1 | 1 | -1 | 2 | nt | -8 | -1 | 16 | -6
CCOc1ccc(NC(=O)c2cc(S(=O)(=O)N3CCOCC3)cn2C)cc1 | -2 | 16 | 0 | -1 | nt | 9 | nt | nt
O=C(CCC(=O)c1ccccc1)Nc1ccc(C(=O)O)cc1 | 9 | -14 | -2 | 5 | -18 | 2 | 2 | 8
O=C(CN1CCN(S(=O)(=O)c2ccc(F)cc2)CC1)NC1CC1 | -2 | -6 | 2 | 3 | 6 | 0 | 0 | 5
C[C@H](CO)N1C[C@H](C)[C@H](CN(C)C(=O)NC2CCCC2)OCc2cnnn2CCCC1=O | 1 | 4 | -11 | 0 | 5 | -4 | 1[16.7 µM] | 0
COc1cccc(NC(=O)CCC2CCN(C(=O)C3CC=CCC3)CC2)c1 (configuration not stated) | 2 | -30 | 4 | -2 | -6 | nt | -1 | -1
Cc1ccc(S(=O)(=O)N2CCN(C(=O)CSc3ncn[nH]3)CC2)c(C)c1 | -1 | nt | 3 | nt | -12 | -3 | nt | nt
COc1ccc(C(=O)c2cnc(C(C)C)n2C)cc1 | -2 | nt | nt | 3 | -16 | -22 | -10 | nt
CC(C)(C)NC(=O)C(c1ccncc1)N(Cc1ccco1)C(=O)c1ccc(-c2ccccc2)[nH]1 (configuration not stated) | 4 | -14 | nt | nt | -45 | -28 | nt | nt
Cc1ccc(S(=O)(=O)N[C@H]2CC[C@H](CC(=O)N3CCN(c4ccccc4)CC3)O[C@@H]2CO)cc1 | 0 | 11 | nt | -2 | -7 | -4 | nt | -7
COc1ccc(OC)c(-n2c(C)nc3cc(C(=O)O)ccc32)c1 | nt | nt | nt | 1 | 12 | nt | -4 | 11
Cc1cccc(S(=O)(=O)NCCc2cn3ccccc3n2)c1 | 0 | -1 | -7 | nt | 0 | 1 | nt | nt
COC(=O)c1cccc(NC(=O)c2cc3ccccc3o2)c1 | 0 | -96 | -2 | -23 | nt | 84* | -1 | -5
C[C@@H]1CN([C@@H](C)CO)S(=O)(=O)c2ccc(C3=CCCC3)cc2O[C@@H]1CN(C)C(=O)CN(C)C | -7 | nt | nt | 1 | -3 | -5 | -8[16.7 µM] | -6
O=C(Nc1ccccc1)Nc1ccc2c(c1)[C@@H]1C[C@H](CC(=O)N3CCOCC3)O[C@H](CO)[C@@H]1O2 | nt | 5 | -5 | -1 | -5 | -5 | -1[16.7 µM] | -1
O=C(NC1CCS(=O)(=O)C1)N1CCCCC1 (configuration not stated) | nt | -3 | 2 | -1 | nt | nt | -3 | 3
CCOC(=O)Cc1ccc(Nc2nc3cc(-c4sccc4C)sc3c(=O)n2C)cc1 | 0 | 18 | -38 | -1 | 8 | -2 | 11 | nt
Cc1ccc(S(=O)(=O)N[C@@H]2CC[C@@H](CC(=O)NCCc3ccncc3)O[C@H]2CO)cc1 | -1 | -11 | nt | 67 | 5 | -5 | nt | -1
CC(NC(=O)CN1C(=O)NC2(CCc3ccccc32)C1=O)c1ccc2c(c1)OCCO2 (configuration not stated) | 2 | 4 | -5 | 0 | -33 | 0 | 0 | -6
O=C(Cn1cc([N+](=O)[O-])cn1)N1CCc2ccccc21 | nt | nt | -5 | -1 | -13 | nt | -1 | -3
CN(C)c1ccc(-c2ccnc3c2CC(C)(C(=O)Nc2ccc(F)c(Cl)c2)O3)cc1 (configuration not stated) | -2 | 6 | 24 | -1 | 20 | -18 | -5 | nt
Cc1cc(C)c(NC(=O)CNC(=O)Cc2sc(C)nc2-c2ccc(F)cc2)c(C)c1 | -1 | 4 | -9 | nt | 0 | 8 | 1 | 3
CC(C)c1ccc(N(CC(=O)NCc2cccnc2)S(=O)(=O)c2ccccc2)cc1 | -1 | 5 | -1 | -6 | -31 | 7 | nt | nt
CC(=O)N/C(=C\c1ccccc1)C(=O)NCc1ccc2c(c1)OCO2 | 2 | 25 | -4 | -1 | -1 | -5 | 1 | -11
C[C@@H]1CCCCO[C@@H](CN(C)CC2CCCCC2)[C@H](C)CN([C@@H](C)CO)C(=O)c2cc(NS(=O)(=O)c3ccc(Cl)cc3)ccc2O1 | nt | 12 | nt | 7 | 5 | 8 | -6[16.7 µM] | -1
CC1CCCCC12NC(=O)N(CC(=O)NCc1ccc3c(c1)OCO3)C2=O (configuration not stated) | 1 | -10 | -1 | nt | -5 | 12 | nt | ?

Source: PubChem BioAssay (Broad Institute)
